Screening data as filed in PubChem.
HIV peptide binding: inhibitors of HIV fusion peptide binding, primary screen, biochemical, uHTS, fluorescence dequenching (AID 1986). cell-free peptide binding, fluorescence dequenching, 30 min; higher % means a stronger effect. inhibition, % at 20 µM, or IC50 in µM where a hit was titrated. actives 0.3% (n = 290,000); in the data active = inhibition mostly above about 52%, no sharp cut-off; inactive = mostly below about 76%; note: some results filed as inactive read as strong as hits
Salmonella PhoP GFP: inhibitors of PhoP regulon expression, primary screen, Salmonella Typhimurium, GFP reporter (AID 1863) | S. Typhimurium PhoP-regulated promoter GFP reporter, 4 h; higher % means a stronger effect | one-dose inhibition, % at 50 µM; IC50 in µM for titrated hits | actives 0.16% (n = 300,000);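 active = inhibition over 29.93%, a cutoff 3 SD above the screen mean, later confirmed by dose response; inconclusive = inhibition over 29.93% but no dose response follow-up; inactive = inhibition at most 29.93% or unconfirmed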;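 note: 0% = low Mg2+ inducing control and 100% = high Mg2+ repressing control; strong numbers were not always called active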
Rac1 GTP hydrolysis: MgcRacGAP GTPase-activating activity inhibitors, confirmation, biochemical, ADP Hunter fluorescence; Rac GTPase-activating protein 1 (Homo sapiens); inhibition, % at 30 µM, or IC50 in µM where a hit was titrated; MgcRacGAP-stimulated Rac1 GTP hydrolysis, ADP Hunter fluorescence; higher % means a stronger effect; GST-tagged Rac1 F28L mutant substrate; actives 0.6% (n = 340,000);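 active = first-screen hits whose inhibition reached a set limit at any dose in the follow-up dose series; inconclusive = inhibition above the set first-screen limit but never retested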;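 note: fluorescence reports GDP produced by GAP-driven GTP hydrolysis; strong numbers were not always called active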
Dengue-2 NS5 capping: Dengue-2 NS5 methyltransferase inhibitors, primary screen, biochemical, confirmation dose response (AID 588689); inhibition, % at 25 µM; hits with a dose series show IC50 in µM; Genome polyprotein (Dengue virus type 2 (strain 16681-PDK53)); actives 0.3% (n = 340,000); Dengue-2 NS5 methyltransferase capping enzyme assay, biochemical; higher % means a stronger effect; in the data active = a potency from the dose series; inconclusive = inhibition above about 29% without an active follow-up result
UTI89 phage lysis: inhibition of K1F phage lysis, E. coli UTI89, bacterial capsule biogenesis inhibitors, alamar blue (AID 488966); E. coli UTI89 K1F phage lysis, alamar blue, 2 h; higher % means a stronger effect; one-dose inhibition, % at 100 µM; IC50 in µM for titrated hits; actives 0.02% (n = 340,000);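 active = phage lysis inhibition, versus mean bacterial control, above a set limit; inconclusive = no clear call, values can overlap the other calls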;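 note: capsule biogenesis inhibitors block K1F phage lysis so surviving cells raise fluorescence; higher fluorescence means more inhibition of phage lysis; actives were called in the ten point dose series up to 300 µM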
GPR55 antagonists: GPR55 antagonists blocking LPI-driven arrestin recruitment, primary screen, imaging, U2OS, beta-arrestin-GFP, LPI agonist (AID 2013). actives 0.13% (n = 290,000). one-dose inhibition, % at 10 µM; IC50 in µM for titrated hits. U2OS GPR55 beta-arrestin-GFP translocation imaging, LPI antagonism; higher % means a stronger effect;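 active = spots per cell inhibited over 60%, with over 100 cells counted and total cytoplasm intensity under 500,000; inconclusive = wells with under 100 cells, flagged as likely toxic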;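 note: U2OS cells stably carrying GPR55 and arrestin-GFP stimulated by 5 µM LPI near EC80; imaged beta-arrestin-GFP aggregate spots per cell after agonist stimulation; plate controls were LPI-stimulated DMSO wells for no effect and DMSO wells without LPI for full effect; some results filed as inactive read as strong as hits; confirmed hits need IC50 under 10 µM and bright autofluorescent wells are also inconclusive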
GPR35 arrestin U2OS: GPR35 antagonists blocking zaprinast-driven arrestin recruitment, primary screen, imaging, U2OS, beta-arrestin-GFP, zaprinast agonist (AID 2058); actives 0.052% (n = 290,000); U2OS GPR35 beta-arrestin-GFP translocation imaging, zaprinast antagonism; higher % means a stronger effect; inhibition, % at 10 µM, or IC50 in µM where a hit was titrated; G-protein coupled receptor 35 (Homo sapiens);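 active = inhibition of at least 50% with at least 30 cells and total cytoplasm GFP at most 10,000,000; inconclusive = under 30 cells or total GFP of 10,000,000 plus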
Large T inhibition: SV40 large T antigen inhibitors, biochemical (AID 1903). SV40 large T antigen ATPase/helicase inhibition assay; higher % means a stronger effect. inhibition, % at 20 µM, or IC50 in µM where a hit was titrated. actives 0.39% (n = 310,000); in the data active = a potency from the dose series; inconclusive = inhibition mostly from about 32% at the one dose, without a potency; inactive = the rest, 99 in 100 with inhibition below about 32%; note: strong numbers were not always called active
RSV CPE inhibition: RSV antiviral activity via CPE protection, HEp-2 cells, primary 10 µM value included (AID 2391); HEp-2 cells, RSV-induced CPE inhibition; higher % means a stronger effect; actives 0.13% (n = 310,000); one-dose CPE inhibition, % at 10 µM; IC50 in µM for titrated hits; in the data active = a potency from the dose series; inconclusive = CPE inhibition mostly from about 23% at the one dose, without a potency; inactive = the rest, 99 in 100 with CPE inhibition below about 21%; note: strong numbers were not always called active
Active calls of the source: *; ? = inconclusive; . = not tested or not shown; [ ] = dose if it differs, or a comment.

The line under a structure holds: HIV peptide binding, Salmonella PhoP GFP, Rac1 GTP hydrolysis, Dengue-2 NS5 capping, UTI89 phage lysis, GPR55 antagonists, GPR35 arrestin U2OS, Large T inhibition, RSV CPE inhibition
CCOCCn1c(COc2ccccc2)nc2ccccc21
  -0.3%, -9%, 16%, -4%, 0.6%, -5%, 3%, 1%, 0.4%
CCOc1ccccc1N1CCN(C(=O)c2ccc(NS(=O)(=O)c3ccc4[nH]c(=O)[nH]c4c3)cc2)CC1
  ., 2%, 4%, -4%, -0.3%[50 µM], ., ., 13%, -1.6%
COc1ccc2[nH]c(=O)c(CN(c3ccc(C)c(C)c3)S(C)(=O)=O)cc2c1
  0.1%, 3%, 4%, 0%, -2.6%, 8%, -11%, 9%, 1.9%
CCCC(=O)Nn1cnc2c(c1=O)C1(CCCC1)Cc1ccccc1-2
  -0.4%, 9%, 9%, -5%, 1.1%, 12%, 16%, -1%, 2.3%
Cc1cc(/C=C(\C#N)C(=O)Nc2ccc(F)cc2)c(C)n1-c1ccc(N2CCOCC2)c([N+](=O)[O-])c1
  -2.8%, -4%, 4%, 1%, 5.0%, -6%, 6%, 4%, 2.1%
Cc1cccc(-n2c(SCc3cc(=O)n4ccsc4n3)nc3ccccc32)c1
  3.0%, -3%, 8%, 11%, -0.1%, -4%, -19%, 4%, 11%
CCOC(=O)Nc1ccc(C(=O)NCC2CCCO2)cc1 (centres undefined)
  -0.3%, 2%, 6%, 5%, -0.4%, 5%, 11%, -6%, 1.7%
CCN(CC)CCOc1ccc(Br)cc1
  0.5%, 2%, 16%, 0%, -0.5%, -5%, 21%, -2%, 0.2%
Cc1ccc(C2(C)NC(=O)N(Cc3c(C)noc3C)C2=O)cc1 (centres undefined)
  2.5%, -15%, 6%, -3%, 1.8%, 1%, 0%, 3%, 2.4%
CN(CC(=O)Nc1cccc(F)c1)C(=O)c1cc(S(=O)(=O)N2CCCCC2)ccc1N1CCOCC1
  ., -3%, 7%, -9%, 0.6%[50 µM], ., ., 23%, -1.7%
CC1CCCCC1NC(=O)CCNS(=O)(=O)c1ccc(Cl)cc1 (centres undefined)
  1.6%, -3%, 5%, -15%, 0.1%, 4%, -19%, 8%, -0.1%
COc1ccc(-c2[nH]ncc2CN(Cc2nccn2C)C(C)C)c(F)c1
  0.1%, ., 5%, -5%, 0.5%, 5%, 10%, ., 3.4%
CCOC(=O)c1c(-c2ccc(OC)cc2)csc1NC(=O)COc1ccc2c(C)cc(=O)oc2c1
  -0.7%, 0%, 7%, 3%, 2.1%, -1%, -9%, 8%, 3.9%
CCO[C@H]1OC(C(=O)N2CCN(C)CC2)=C[C@@H](c2ccc(Br)cc2)[C@@H]1CCCO
  1.2%, 2%, 4%, -4%, -0.7%, 12%, -9%, 4%, -1.1%
Cc1ccc(C)c(N2CCN(S(=O)(=O)c3ccc(-c4ccc(=O)[nH]n4)o3)CC2)c1
  1.0%, 7%, 4%, 1%, 0.3%, 7%, 0%, 4%, 0.3%
COc1ccc(Nc2nc(-c3ccccc3F)nc3ccccc23)cc1OC
  0.1%, -7%, 12%, -1%, 0.0%, 2%, -2%, 8%, 2.5%
CS(=O)(=O)Nc1ccc(C(=O)Nc2ccccc2-c2ccccc2)cc1
  -2.5%, 2%, 12%, -5%, 0.1%, 1%, 0%, 33%, 2.6%
Cc1cc(-n2c(C)cc(C(=O)CSc3nnnn3-c3ccccc3)c2C)no1
  2.0%, 10%, 3%, -3%, 6.1%, -7%, 4%, 7%, ?
Cc1c(NC(=O)COC(=O)c2ncc(Cl)c(Cl)c2Cl)c(=O)n(-c2ccccc2)n1C
  ., 2%, 4%, 4%, 2.1%[50 µM], ., ., 12%, -1.4%
C(=N\c1nccs1)/c1c[nH]c2ccccc12
  0.9%, -1%, 12%, -2%, 1.3%, 5%, 4%, 13%, 1.9%
Cc1nn(-c2ccccc2)c(Cl)c1/C=N\NC(=O)c1cncc(Br)c1
  6.6%, -6%, 6%, -3%, 1.8%[50 µM], 2%, 10%, 22%, 4.7%
Cc1cc(C)c(C)c(S(=O)(=O)NNC(=O)c2cccc(S(=O)(=O)N3CCOCC3)c2)c1C
  0.1%, -7%, 11%, -12%, 2.7%, 13%, 8%, 11%, 2.1%
O=C(C1CCC1)N1CCN(S(=O)(=O)c2ccc(Br)cc2Cl)CC1
  ., -2%, 2%, -12%, 0.7%[50 µM], ., ., -6%, 14%
Cc1cc(NC(=O)CCc2ccc(-c3ccccc3)o2)no1
  -0.4%, 2%, 6%, -9%, 0.0%, 12%, 1%, 3%, 1.4%
COc1cccc(-c2ccc3c(c2)S(=O)(=O)c2cccc(C(=O)O)c2C3=O)c1OC
  ., ., 7%, 4%, 0.6%, ., ., ., 0.1%
CC(C)n1c(NCc2cccs2)nc2ccccc21
  -0.7%, 6%, 0%, 1%, 4.9%, 18%, 10%, -4%, -0.2%
NC(=O)C1=C[C@@H](c2coc3ccccc3c2=O)C[C@@H](OCc2ccc(CO)cc2)O1
  0.1%, -9%, 11%, -1%, 0.1%, -2%, -23%, 3%, 4.8%
COc1cc(/C=N/NC(=O)c2ccccn2)cc2c1OCO2
  -2.9%, -17%, 7%, -6%, 0.2%, 7%, 18%, 11%, 0.1%
CCCCCCSc1cc(-c2nc3ccc(Cl)cn3c2NCCCC)ccc1OC
  ., -4%, 10%, -16%, 3.4%, ., ., 11%, -0.1%
Cc1ccc(N=Nc2c(=O)[nH]n3c(C)cc(C)nc23)cc1
  -2.7%, 7%, 13%, 3%, -0.3%, 10%, 12%, 8%, 1.0%
Cc1cccc(/C=N/n2c(C)nc3ccccc3c2=O)c1
  -1.1%, -3%, 4%, -9%, -0.1%, 4%, -17%, 7%, 1.2%
Cc1ccc(-c2noc(COc3ccccc3C)n2)cc1
  2.4%, 8%, 7%, -11%, 0.5%, -3%, 6%, 5%, 6.4%
COc1cc(NC(=O)C(C)C)ccc1NC(=O)c1ccco1
  -0.5%, 3%, 4%, -2%, 3.0%, 4%, 2%, 5%, 3.3%
CCOC(=O)c1c(C)[nH]c(C(=O)CN2C(=O)NC(CC)(c3ccccc3)C2=O)c1C (centres undefined)
  -0.8%, 11%, 6%, -3%, 0.5%, -8%, -11%, 7%, 8.2%
OC(c1cc(-c2ccc(Cl)cc2)nc2ccccc12)C1CCCCN1 (centres undefined)
  0.0%, ?, 3%, -3%, 0.8%, 27%, 1%, ?, -4.0%
C/C=C/c1ccc(OCC(=O)Nc2ccncc2)c(OC)c1
  -1.2%, 15%, 5%, -7%, 0.2%, 11%, 4%, 9%, 4.0%
N/C(Cn1cncn1)=N\OC(=O)c1ccc(Cl)cc1Cl
  -1.7%, 6%, 2%, -7%, 0.3%, 8%, 6%, 10%, 0.2%
COCCn1c(-c2ccco2)nc2nc3ccccc3nc21
  29%, -13%, 14%, 19%, 1.6%, -4%, 8%, 19%, 1.8%
Cc1ccc(NC(=S)N(C)Cc2cn(C)c3ccccc23)cc1
  -2.6%, -7%, 8%, 4%, 0.3%, 14%, -10%, 7%, -2.0%
COc1ccc(C(=O)N(C)C2CCN(C)CC2)cc1S(=O)(=O)Nc1cc(Cl)ccc1Cl
  0.4%, -5%, ., ., 0.7%[50 µM], -3%, 4%, 5%, -1.4%
CCOc1ccc(N=C(NC#N)SC)cc1
  -2.6%, 28%, 1%, -2%, 0.7%, 13%, -5%, 9%, 0.4%
CCOc1ccccc1OCC(=O)NNC(=S)NC1CCCCC1
  -2.4%, 3%, 6%, -6%, 0.4%, 15%, 6%, 7%, -0.8%
CC1CCCN(C(=O)C2CCC(CNc3c(N4CCCCC4)c(=O)c3=O)CC2)C1 (centres undefined)
  -0.8%, -3%, 9%, -2%, 0.1%[50 µM], 14%, -6%, 12%, -0.5%
O=C(OCc1nnc(-c2ccccc2)o1)c1ccc2c(c1)OCO2
  -2.2%, 12%, 8%, -4%, 5.5%, -5%, 3%, -2%, 3.0%
CCCn1nnc(NC(=O)COc2cc(C)ccc2C(C)C)n1
  1.4%, -4%, 3%, -2%, 0.2%[50 µM], 13%, -9%, 2%, -1.4%
COc1ccc(N2CCN(C(=O)Cn3c(=O)[nH]c4ccccc4c3=O)CC2)cc1
  -0.9%, 7%, ., ., ., 6%, 2%, 10%, 0.0%
CCOc1ccccc1C(=O)NCC(=O)OCC(=O)NCCc1ccc(S(N)(=O)=O)cc1
  -2.5%, 14%, 7%, -6%, 0.2%, 8%, -10%, 11%, 4.2%
C=CCN1C(=O)/C(=C\C(C)=C\c2ccccc2)SC1=S
  -1.2%, -1%, 11%, ., -0.5%, 5%, 1%, 76%, 0.7%
CCC1=Nc2cc(C(=O)NCCN3CCOCC3)ccc2Sc2ccccc21
  1.3%, 2%, 2%, -8%, 0.2%, -2%, 8%, 9%, 0.2%
COc1ccc(C[C@H]2CN3C(=NC[C@@H]3Cc3ccccc3)N2CCNC(=O)c2ccc(C)c(Br)c2)cc1
  -1.3%, 0%, 5%, -5%, -2.5%, 34%, -22%, 12%, -5.5%
COC(=O)CCC(NC(=O)c1cc(C)oc1C)C(=O)OC (centres undefined)
  -0.2%, 2%, 13%, 0%, 1.1%, 4%, 17%, 21%, 1.5%
O=C(CN(C(=O)Cn1nnc(-c2ccc(F)cc2)n1)c1ccc(F)cc1)NC1CCCC1
  -0.5%, -1%, 2%, -5%, 0.2%, -8%, 9%, -3%, 1.2%
CCc1ccc(/C=C/c2c[nH]c3ccccc23)[n+](CC)c1
  2.5%, -30%, 16%, -22%, 2.4%, 0%, 11%, 8%, 2.6%
CCOc1ccc(NC(=O)c2cccc(NC3=NC4CS(=O)(=O)CC4S3)c2)cc1 (centres undefined)
  -0.5%, ., 8%, 2%, -0.9%, -1%, -6%, 6%, 3.1%
Cc1ccc(-n2nc(C)c(/C=N/n3c(C)n[nH]c3=S)c2Cl)cc1
  -2.3%, 12%, 8%, -9%, -0.1%, 1%, 14%, 4%, ?
CC(Sc1ccccc1)C(=O)NNC(=O)c1ccncc1 (centres undefined)
  ., -1%, -4%, -8%, 0.0%[50 µM], ., ., 13%, -1.1%
CN1C(=S)SC(N(O)C(=O)Nc2ccccc2)C1(C)C (centres undefined)
  -2.2%, 4%, 4%, -5%, 3.1%, -2%, 12%, 25%, 3.4%
COc1cccc(-c2sc3ccc(OC)cc3c2-c2cc(F)cc(OC)c2)c1
  ., ., 10%, 2%, 3.5%, ., ., ., 15%
